Compound activity as filed in PubChem BioAssay.
S1P3 antagonist: S1P3 (human) receptor antagonism; inhibition, % at 4.98 µM; CHO S1P3 NFAT-BLA reporter, FRET fluorescence, antagonist mode; hit rate 0.27% among 170,000;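 active = inhibition above the plate cutoff, the mean inhibition of test wells on that plate plus 3 SD, cut at about 28% in these data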;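 also: cells challenged with S1P at its EC80 of 0.8 µM; blue over green emission ratio from cleaved BLA substrate after 4 h stimulation; 0% = S1P-stimulated wells and 100% = unstimulated DMSO-only wells; some compounds past the cut are filed as inactive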
Target sequence (Q99500 whole entry, looked up): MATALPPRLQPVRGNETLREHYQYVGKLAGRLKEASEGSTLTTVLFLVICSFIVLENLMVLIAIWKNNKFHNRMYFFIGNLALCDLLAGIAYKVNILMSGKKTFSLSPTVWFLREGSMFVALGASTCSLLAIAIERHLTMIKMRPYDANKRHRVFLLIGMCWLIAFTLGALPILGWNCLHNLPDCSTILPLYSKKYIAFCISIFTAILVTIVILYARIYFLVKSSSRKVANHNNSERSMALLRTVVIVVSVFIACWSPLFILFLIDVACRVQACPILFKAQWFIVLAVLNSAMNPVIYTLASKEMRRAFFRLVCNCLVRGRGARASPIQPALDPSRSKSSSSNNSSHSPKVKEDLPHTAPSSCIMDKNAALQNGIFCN
Diaph inh CS: inhibits diaphorase or chemically oxidizes, flagging diaphorase assay artifacts. diaphorase resazurin-to-resorufin fluorescence, NADH, 16 min; bacterial (C. kluyveri) enzyme, not human. inhibition, % at 20 µM. hit rate 0.69% among 190,000. AID 1217;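 active = primary screen inhibition at 20 µM above a set limit, cut at about 50% in these data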;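 also: plate controls were DMSO with full reaction for no effect and wells lacking NADH for full effect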
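controls = No-NADH positive control and DMSO neutral control | system = Clostridium kluyveri diaphorase enzyme | timing = reaction incubation of 16 min at room temperature | signal = resorufin fluorescence 544/590 nm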
PMI act: phosphomannose isomerase (human) activation. P34949. activation factor at 20 µM. hit rate 0.005% among 190,000. purified human PMI, coupled resazurin fluorescence, 20 min; active compounds read high; 1 = vehicle control, 0 substrate-free wells;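 active = activation factor of 2 or more at 20 µM, relative to plate controls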
Target sequence (P34949 whole entry, looked up): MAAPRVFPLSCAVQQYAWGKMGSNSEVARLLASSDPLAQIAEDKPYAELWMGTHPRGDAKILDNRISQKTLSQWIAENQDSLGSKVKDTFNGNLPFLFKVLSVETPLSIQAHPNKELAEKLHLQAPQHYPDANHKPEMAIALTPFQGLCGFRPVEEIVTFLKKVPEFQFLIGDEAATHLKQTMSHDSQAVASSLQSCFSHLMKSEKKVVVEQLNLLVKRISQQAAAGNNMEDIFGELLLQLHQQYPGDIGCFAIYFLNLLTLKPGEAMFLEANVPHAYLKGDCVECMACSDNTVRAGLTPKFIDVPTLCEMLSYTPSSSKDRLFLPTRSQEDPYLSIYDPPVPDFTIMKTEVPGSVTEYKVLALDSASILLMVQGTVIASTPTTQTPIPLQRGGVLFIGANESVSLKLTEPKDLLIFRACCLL
Diaphorase act: diaphorase activation or chemical reduction counter-screen | Diaphorase/resazurin coupled assay, resorufin fluorescence, 16 min; active compounds read high; 1 = vehicle wells, 0 = NADH-free wells | activation factor at 20 µM | hit rate 0.005% among 190,000;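 active = diaphorase activity raised at least twofold by the compound at 20 µM; inactive = activation factor below 2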
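Test system: Clostridium kluyveri diaphorase, purified enzyme. Buffer or medium: 50 mM HEPES pH 7.4 buffer plus MgCl2 and Tween 20. Also added: 0.114 mM NADH and 0.1 mM resazurin, final amounts. Dosing: compound 20 µM once, DMSO 1%. Schedule: 16 min enzyme reaction, ambient temperature. Detection: fluorescence of resorufin, 544 nm excitation, 590 nm emission.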
Redox H2O2 prof: compounds producing H2O2 with reducing agent – biochemical, NIH compound library profiling, artefact control for MLSCN library redox annotation, primary screen; DTT-dependent redox cycling H2O2, phenol red/HRP absorbance; 100% = 100 µM peroxide control, 0% = buffer; activation, % at 10 µM; hit rate 0.03% among 200,000; AID 878;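 active = activation of at least 50% relative to the plate's high and low controls in the primary single-dose screen; inactive = activation below 50%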;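 also: compound incubated with DTT at 0.8 mM final as the reducing agent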
Hsp70 act: Hsp70 transcriptional activation, primary screen; HeLa Hsp70 promoter luciferase reporter, luminescence; scaled: vehicle 0, proteasome-inhibitor control 100%; activation, % at 10 µM; hit rate 0.04% among 200,000; AID 1203;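 active = activation above the mean across all tested compounds plus 3 SD, cutoff set per campaign, cut at about 5.5% in these data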;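 also: 100% = MG132 at 30 µM as the positive control and 0% = DMSO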
G6PDH counter: L. mesenteroides G6PDH inhibition counter-screen | Purified L. mesenteroides G6PDH, diaphorase/resazurin coupled fluorescence, 45 min | inhibition, % at 5 µM | hit rate 0.12% among 200,000 | AID 1020
RAM inhibit: inhibitors of the yeast RAM network; S. cerevisiae dse1pr::URA3 reporter, 5-FOA growth OD615, 2 d; analog-sensitive cbk1-as2 kinase mutant strain; inhibition, % at 50 µM; hit rate 1.8% among 190,000;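 active = inhibition above a set limit, 3 SD over mean compound inhibition, cut at about 8.4% in these data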;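 also: 0% = DMSO-only wells with no growth and 100% = 10 µM 1-NA-PP1 full growth; inhibition rescues growth on 5-FOA so higher OD means more RAM inhibition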
TLR4 MyD88 comp: inhibitors of human TLR4-MyD88 binding; HeLa CL3-4 TLR4/MyD88 BLA complementation, FRET ratio; inhibition, % at 8.4 µM; hit rate 0.18% among 200,000; AID 861; in the data active = inhibition above about 25%;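 also: 0% = vehicle and 100% = reference inhibitor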
Lmaj promast: reduces viability of Leishmania major promastigotes. resazurin fluorescence viability. inhibition, % at 10 µM. hit rate 9% among 200,000. AID 1063;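 also: promastigotes grown with compound for 44 hours at 28 °C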
PMI act hi M6P: PMI (human) activation, high substrate; P34949; coupled PMI enzyme assay, resazurin fluorescence, 20 min; active compounds read high; 1 = untreated enzyme, 0 = substrate-free blank; activation factor at 20 µM; hit rate 0.34% among 190,000; AID 1216;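 active = activation factor of 2 or more at 20 µM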
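Test system – human PMI in coupled enzyme assay · Timing – 20 min incubation at room temperature · Detection – Diaphorase-driven resazurin-to-resorufin fluorescence, excitation 544, emission 590 nm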
* marks the source's active call; other numbers are inactive results; . = not tested or not shown. Rule as the data show it, unless noted: active = inhibition above about 50%; inactive = the rest.

SMILES	S1P3 antagonist	Diaph inh CS	PMI act	Diaphorase act	Redox H2O2 prof	Hsp70 act	G6PDH counter	RAM inhibit	TLR4 MyD88 comp	Lmaj promast	PMI act hi M6P
CC(C)(C)OC(=O)N/N=C/c1cccc([N+](=O)[O-])c1	-4	-5	1.3	1.1	-0.3	-0.2	2	-0.9	-7	8	1.2
Cc1cc(C)n(-c2nc(N(C)C)nc(N(C)C)n2)n1	.	-3	1.2	1	1.2	0.1	2	0.9	0	30	1.3
CC(=O)n1cc([C@@H]2C=C(C(=O)N3CCOCC3)O[C@H](OCCCCO)C2)c2ccccc21	11	-9	1.1	1.1	0.5	-0.3	12	0.4	-10	0	1
Cn1c(CN2CCOCC2)nc2cc(NC(=O)COc3ccccc3)ccc21	3	2	1	1	-1.5	-0.1	24	0.6	-9	-7	1
O=C(O)CCC(=O)Nc1ccc(F)cc1	.	8	1	0.9	0.3	-0.3	-1	0.0	3	-4	1
Cc1ccc(NC(=O)CN2C(=O)NC(Cc3c[nH]c4ccccc34)C2=O)cc1S(=O)(=O)N1CCCCC1 (stereo unspecified)	-8	21	0.9	0.8	-0.2	-0.4	1	3.3	1	-7	0.9
Cc1ccc2nc(CSc3nnc(-c4ccco4)n3-c3ccccc3)cc(=O)n2c1	-26	.	.	.	-3.3	-0.6	.	.	-10	-4	.
COc1cc2[nH]c(=S)n(Cc3ccc(C)cc3)c(=O)c2cc1OC	7	12	1	0.9	-0.6	0.1	4	2.4	-1	0	1
Cn1nc(C(=O)OCc2ccc(Br)cc2F)c2ccccc2c1=O	-9	10	1.1	0.9	-1.4	0.1	-2	3.1	7	-12	1
Cc1nc2cc(NCc3cc([N+](=O)[O-])ccc3O)ccc2n1Cc1ccccc1	-3	-23	1.1	1.2	-0.1	0.0	0	1.6	-2	-4	1
c1ccc(Cc2cc(-c3ccccc3)on2)cc1	.	14	0.9	0.9	3.9	-0.1	1	2.5	-2	-3	0.9
Cc1c(Br)c([N+](=O)[O-])nn1CC(=O)NCc1ccco1	-14	4	1	1	0.0	-0.3	-5	2.6	-15	10	1
CC(C)N1CCCC(CNC(=O)CCc2nnc(CCCCc3ccccc3)o2)C1 (stereo unspecified)	4	1	1	1	-0.7	-0.4	10	-1.0	-7	2	1
CC(C)CCNC(=O)Cn1c(=O)oc2cc(S(=O)(=O)N3CCc4ccccc43)ccc21	-1	41	0.9	0.6	-0.1	-0.2	1	1.5	-14	99*	0.8
C/C(=N\NC(=O)CNc1cccc2ccccc12)c1ccc(Br)s1	7	41	0.8	0.6	2.8	-0.4	-13	5.3	-1	-2	0.5
O=C(NCCCCc1ccccc1)C1CC(c2ccc([N+](=O)[O-])cc2)=NO1 (stereo unspecified)	.	9	1	0.9	-5.1	-0.3	8	7.8	-8	-5	0.9
Cc1ccnc2ccc(P(=O)(c3ccccc3)c3ccccc3)cc12	0	4	1	1	0.0	-0.2	6	1.0	6	-5	1
O=C(NCCCN1CCOCC1)c1ccc(CS(=O)(=O)c2c(Cl)cccc2Cl)o1	-22	22	0.9	0.8	-0.5	-0.1	-1	-0.2	2	-6	0.9
Cc1ccc(OCC(=O)Nc2ccc3c4c(cccc24)CC3)c(C)c1	-5	1	0.9	1	-0.5	-0.2	-2	4.6	11	36	1
Cc1cccc2nc(-c3cccc(NC(=O)c4ccc(Cl)cc4)c3)cn12	-1	-1	1.1	1	0.7	-0.1	16	0.3	-3	-3	1.1
O=C(CCl)Nc1cc2[nH]c(=O)[nH]c2cc1Br	-17	28	1	0.7	-1.6	0.2	0	0.7	-10	16	0.8
COc1cccc(CC(NC(C)=O)C(=O)NC2CCN(c3c4c(nc5ncnn35)CCC4)CC2)c1 (stereo unspecified)	-12	.	.	.	1.6	0.1	.	.	-10	-4	.
COCc1cc(C)nc(OCC(=O)N/N=C/c2ccccc2)c1C#N	-6	12	0.9	0.9	0.0	-0.2	11	2.6	-5	1	0.8
Cc1cc(-c2cccnc2)c(C#N)c(SCC#N)n1	-14	15	0.9	0.9	-2.2	-0.7	8	2.0	-6	-6	0.9
CCOC(=O)c1ccc(NC(=O)Cn2cc3c(n2)CCC(C)C3)cc1 (stereo unspecified)	-4	5	0.9	1	-0.3	0.1	-19	3.6	-6	-6	0.9
O=C(Nc1nc2ccccc2n1Cc1ccc(Cl)cc1)c1ccco1	19	6	1	0.9	0.6	-0.3	5	6.2	6	14	1
Cc1ccc(NC(=O)c2ccco2)cc1C	-11	16	0.9	0.8	-0.1	0.5	0	0.3	-5	4	0.9
CCOC(=O)N1CCN(C(=O)C2CCN(S(=O)(=O)c3cc(C)ccc3OC)CC2)CC1	-5	5	1	1	-1.8	-0.2	3	1.1	-10	-7	1
COc1ccc(-c2nnc(SCc3nc4ccccc4s3)n2C(C)C)cc1	.	5	0.9	1	0.1	0.0	15	0.1	2	84*	1
CCN(CC)CCCNc1nc(C)cc(COC)c1C#N	-10	-8	1.1	1.1	0.5	0.4	-1	-0.1	-1	-2	1.1
O=C(CN1CCN(Cc2ccccc2)CC1)N1CCCCCC1	-12	5	0.4	1	0.3	-0.3	6	1.8	7	-7	1.2
O=C(CN(C(=O)c1ccco1)c1cccc(F)c1)NCc1ccc(F)cc1	23	20	0.9	0.8	3.3	-0.1	-6	-0.3	-3	6	1
N#Cc1ccccc1OCC(=O)NC(=O)NCc1ccccc1	-12	18	1.1	0.8	-0.1	-0.4	3	0.9	11	28	1
CCN(C(=O)COC(=O)/C=C/c1cnc2ccccc2n1)c1ccccc1	-14	6	1	0.9	0.2	0.2	4	0.7	9	5	1
CCCC(=O)Nc1ccc(-c2nc3cc(C)c(C)cc3o2)cc1	19	7	1	0.9	-0.8	-0.2	-4	0.9	-5	11	1
Cc1ccc[n+](C(C)C(=O)c2ccc(-c3ccccc3)cc2)c1 (stereo unspecified)	-12	15	1	0.9	-0.1	-0.2	-5	1.4	2	98*	1

4 entries picked at random from the list so far, as already listed:
SMILES	S1P3 antagonist	Diaph inh CS	PMI act	Diaphorase act	Redox H2O2 prof	Hsp70 act	G6PDH counter	RAM inhibit	TLR4 MyD88 comp	Lmaj promast	PMI act hi M6P
CCOC(=O)N1CCN(C(=O)C2CCN(S(=O)(=O)c3cc(C)ccc3OC)CC2)CC1	-5	5	1	1	-1.8	-0.2	3	1.1	-10	-7	1
O=C(CN(C(=O)c1ccco1)c1cccc(F)c1)NCc1ccc(F)cc1	23	20	0.9	0.8	3.3	-0.1	-6	-0.3	-3	6	1
Cc1ccc[n+](C(C)C(=O)c2ccc(-c3ccccc3)cc2)c1 (stereo unspecified)	-12	15	1	0.9	-0.1	-0.2	-5	1.4	2	98*	1
CCN(C(=O)COC(=O)/C=C/c1cnc2ccccc2n1)c1ccccc1	-14	6	1	0.9	0.2	0.2	4	0.7	9	5	1

The list goes on.
SMILES	S1P3 antagonist	Diaph inh CS	PMI act	Diaphorase act	Redox H2O2 prof	Hsp70 act	G6PDH counter	RAM inhibit	TLR4 MyD88 comp	Lmaj promast	PMI act hi M6P
CCN(C(=O)CSc1nnc(-c2ccncc2)n1Cc1ccccc1)C1CCS(=O)(=O)C1 (stereo unspecified)	-11	12	1	0.9	-0.3	-0.2	17	-1.6	-1	-9	1
CCOc1ccc(C2C(C(=O)C3CC3)N3C=C(C#N)C=CC3C2(C#N)C#N)cc1 (stereo unspecified)	.	16	1.2	0.8	-3.6	0.0	3	-0.1	7	2	1.3
Cc1csc(NC(=O)c2cc(C)oc2C)n1	.	5	1.1	0.9	3.2	-0.1	6	-1.0	-9	6	1
CCOc1cc(CNC(C)(C)CO)cc(Br)c1OCc1ccc(Cl)cc1Cl	.	-12	0.9	1.1	0.2	-0.6	-3	-0.2	8	100*	1
Cc1c(Cl)cccc1NC(=O)NCc1ccncc1	-11	-21	1	1.2	-1.1	-0.1	5	0.1	5	-2	1
O=C(COC(=O)/C=C/c1ccccc1[N+](=O)[O-])NCC(F)(F)F	-12	2	1.1	1	-3.5	-0.3	-1	-0.2	11	2	1.1
CCN(CCCc1ccccc1)CCCc1ccccc1	2	11	1.1	0.9	3.1	-0.4	10	0.0	.	95*	1.1
C=CCOc1ccc(Br)cc1/C=C1/SC(=Nc2ccc(C(=O)O)cc2)NC1=O	-18	42	1.2	0.6	-1.2	-0.3	14	3.1	5	-6	1.2
CCNc1nc(N)nc(Oc2ccc(OCCOc3ccc(Cl)cc3Cl)nn2)n1	16	22	0.8	0.8	0.4	-0.2	1	-0.2	8	98*	0.8
CC(C)COc1ccc(CNC(=S)NCc2ccccc2)cc1	.	23	0.8	0.8	-7.8	0.0	14	2.1	9	1	0.9
O=C(Nc1ccccc1C(=O)N/N=C/c1ccc(F)cc1)c1ccccc1Br	.	14	1	0.9	-4.7	0.1	0	7.4	12	14	0.9
COC(OC)c1ccnc(-c2ccc(OC(=O)c3cccs3)cc2)n1	-5	-10	1.1	1.1	-1.9	0.4	1	1.9	-7	-1	1.2
O=C(c1ccc(S(=O)(=O)c2ccccc2Cl)c([N+](=O)[O-])c1)N1CCCCCC1	1	26	0.8	0.7	0.5	-0.2	-8	2.9	-9	98*	0.9
CCc1nc2ccccc2c(C(=O)OCC(=O)NCCCN2CCCC2=O)c1C	-39	19	1	0.8	-0.1	-0.5	-1	2.7	6	5	0.9
COc1ccc(-c2nnc(SC(C)C(=O)Nc3nccs3)n2Cc2ccccc2)cc1OC (stereo unspecified)	.	17	0.8	0.8	-0.5	-0.3	4	1.0	-2	10	0.9
CC(=O)N1N=C(c2cccs2)CC1c1cccs1 (stereo unspecified)	-9	-5	1	1.1	-0.1	-0.1	-1	0.8	-5	-5	1
N#Cc1ccccc1N=Cc1ccc(Br)cc1	-6	12	1	0.9	0.3	-0.4	-12	0.4	-12	20	1
CCc1ccccc1OCC(=O)OCC(=O)N1CC(=O)Nc2ccccc21	13	-2	1.1	1	-0.3	-0.3	13	-0.5	-2	-4	1.1
CCCCNCCOCCOc1ccc(C)cc1[N+](=O)[O-]	.	21	0.9	0.8	0.7	-0.2	-4	-0.4	7	91*	0.9
O=C(NC1CCCCC1)c1ccc(Br)o1	-24	15	1	0.8	-0.1	-0.3	-6	0.3	-5	0	0.9
COc1cc(N/N=C/c2ccc(N(C)C)cc2)ncn1	-5	0	0.9	1	-0.4	-0.3	13	0.5	9	-1	0.8
Cc1ccc(S(=O)(=O)NC(=O)c2cc(C)n(-c3ccccc3)c2C)cc1	-14	4	1	1	0.0	-0.5	-4	5.5	3	-4	1
